Bioassay records deposited in PubChem by several laboratories.
KCNQ1 pot: potentiates or activates the human KCNQ1 potassium channel | P51787 | CHO-K1 KCNQ1, thallium flux FluxOR fluorescence; active compounds read high | B-score at 10 µM | 310,000 compounds, 0.35% hits;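 active = fluorescence ratio B-score, a plate-corrected score, at least three library SD, with initial intensity B-score within 5 SD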
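System: CHO-K1 cells stably expressing KCNQ1 / Medium: assay buffer for compound exposure, DMSO matched across wells / Reagent: thallium- and potassium-containing depolarizing buffer / Compound: one concentration, matched DMSO / Incubation: 20 min compound pretreatment at room temperature / Measured by: kinetic FluxOR fluorescence, 10 s baseline plus 110 s post-stimulus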
TRPC4 act: activators of mouse TRPC4 channel; HEK293 TRPC4beta/mu-opioid, Fluo4 calcium fluorescence; active compounds read high; B-score at 10 µM; 310,000 compounds, 0.49% hits; AID 2237;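 active = B-score above 5 SD of library B-scores, and initial fluorescence ratio not above library mean plus 5 SD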;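 also: positive B-score marks a calcium rise read as TRPC4 activation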
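Incubation: 45 min room-temperature Fluo4 loading, 110 s read / System: HEK293 cells stably co-expressing mouse TRPC4beta and mu-opioid receptor / Signal: Fluo4 fluorescence, kinetic / Control set: buffer (low) and maximal DAMGO (high) / Measure: integrated baseline-normalised fluorescence ratio, converted to per-well B score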
KCNK3 block: human KCNK3 channel inhibition, primary screen; AID 602410; B-score at 10 µM; CHO-KCNK3 thallium flux, FluxOR fluorescence; active compounds read low; 340,000 compounds, 0.84% hits;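 active = B-score under library mean minus 4 SD, starting fluorescence ratio at most library mean plus 5 SD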;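 also: more negative B-score means stronger inhibition of thallium flux through KCNK3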
Target sequence (O14649 whole entry, looked up): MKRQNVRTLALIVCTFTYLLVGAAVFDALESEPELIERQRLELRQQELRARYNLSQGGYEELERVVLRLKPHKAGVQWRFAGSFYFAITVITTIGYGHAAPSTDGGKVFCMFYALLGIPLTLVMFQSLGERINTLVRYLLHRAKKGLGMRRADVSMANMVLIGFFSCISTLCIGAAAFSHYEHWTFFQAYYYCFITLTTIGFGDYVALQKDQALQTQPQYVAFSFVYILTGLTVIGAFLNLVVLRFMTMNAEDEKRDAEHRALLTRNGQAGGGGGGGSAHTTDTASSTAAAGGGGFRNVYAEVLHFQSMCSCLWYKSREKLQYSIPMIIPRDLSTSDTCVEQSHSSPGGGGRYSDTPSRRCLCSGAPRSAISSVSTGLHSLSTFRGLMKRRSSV
hERG rescue: compounds protecting human hERG from proarrhythmic drug block; 310,000 compounds, 0.51% hits; activation (rescue from dofetilide block), less the hit threshold, % at 10 µM; Q12809; CHO-hERG, FluxOR thallium flux, dofetilide IC70 present; AID 1511;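 active = activation above the mean of controls blocked by dofetilide plus 5 SD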;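 also: thallium influx through hERG after potassium depolarization seen as dye fluorescence rise; in these data hits start at about 4.7%; inactives centre near -7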
TRPC4 potent: TRPC4 (mouse) allosteric potentiation; Q9QUQ5; AID 2227; HEK293 TRPC4beta/mu-opioid, DAMGO EC20, Fluo-4 Ca2+ flux; active compounds read high; B-score at 10 µM; 310,000 compounds, 0.42% hits;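 active = B-score of calcium response area above 5 SD of library B-scores, with initial fluorescence ratio within 5 SD of library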;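 also: B-score of integrated fluorescence ratio over time as area under calcium response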
Dyrk1A ADPGlo: blocks rat Dyrk1A kinase activity | Q63470 | ADP-Glo luminescence, NFATc1 peptide | inhibition, % at 12.5 µM | 310,000 compounds, 0.43% hits; in the data active = inhibition above about 50%;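 also: plate controls were vehicle with enzyme for no effect and no enzyme for full effect; many of its hits are not listed in these tables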
KCNK9 block: inhibitors of human KCNK9 two-pore domain potassium channel. Q9NPC2. HEK293 KCNK9, FluxOR thallium flux fluorescence; active compounds read low. B-score at 10 µM. 310,000 compounds, 1.2% hits;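 active = ratio B-score over 3 SD below the library mean, with starting fluorescence within 5 SD of its mean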;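 also: negative B-score means less thallium flux so channel inhibition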
Target sequence (Q9NPC2 whole entry, looked up, the tested form may be a part): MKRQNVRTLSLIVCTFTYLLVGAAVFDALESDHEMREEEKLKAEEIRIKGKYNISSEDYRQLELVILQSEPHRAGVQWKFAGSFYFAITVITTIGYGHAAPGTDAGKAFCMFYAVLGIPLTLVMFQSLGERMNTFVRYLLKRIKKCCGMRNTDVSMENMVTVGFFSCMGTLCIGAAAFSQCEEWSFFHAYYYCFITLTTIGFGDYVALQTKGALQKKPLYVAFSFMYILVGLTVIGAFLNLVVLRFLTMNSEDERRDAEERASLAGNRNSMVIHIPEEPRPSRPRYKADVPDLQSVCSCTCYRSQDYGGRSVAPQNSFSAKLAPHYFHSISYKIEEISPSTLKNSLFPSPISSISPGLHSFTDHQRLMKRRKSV
HDAC3 inh: inhibitors of human histone deacetylase 3; recombinant HDAC3, fluorogenic peptide/trypsin coupled, fluorescence; inhibition, % at 8.3 µM; 320,000 compounds, 0.15% hits; AID 2718; in the data active = inhibition above about 26%, passing the limit was not always enough; inconclusive = no clear call, values can overlap the other calls
TMEM16A inh: inhibitors of mouse TMEM16A calcium-activated chloride channel. normalized B-score (activity score, 25-100; higher = stronger inhibition) at 10 µM. HEK293 TMEM16A/YFP iodide influx fluorescence, ionomycin. 310,000 compounds, 1.2% hits;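 active = ratio plate-corrected score three or more library SD toward inhibition, starting fluorescence score within five deviations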;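 also: score derived from kinetic fluorescence span divided by baseline fluorescence per well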
KCNQ1 block: inhibitors of human KCNQ1 potassium channel; B-score at 10 µM; 310,000 compounds, 1.3% hits; CHO-K1 KCNQ1, FluxOR thallium flux fluorescence; active compounds read high; P51787;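 active = compounds whose thallium flux B-score, printed positive for inhibition, exceeds three library SD while starting fluorescence stays within three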;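 also: channel opened by potassium depolarization with thallium stimulus after 20 min compound exposure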
TMEM16A act: mouse TMEM16A channel activation, primary screen. Q8BHY3. AID 623877. B-score at 10 µM. HEK293 TMEM16A/YFP-H148Q/I152L, iodide quench fluorescence; active compounds read low. 340,000 compounds, 0.3% hits;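 active = fluorescence-ratio B-score plate-corrected deviation score at least 3 library SD below zero, with starting fluorescence score within 5 deviations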;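 also: channel opened by trigger with iodide after compound preincubation; score built on the fluorescence ratio of max minus min over baseline; more negative score means more quench and so TMEM16A activation or potentiation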
* = called active by the depositor; i = inactive; ? = inconclusive; nt = no result given. The list is partial, so the mix of outcomes need not match the whole.

SMILES | KCNQ1 pot | TRPC4 act | KCNK3 block | hERG rescue | TRPC4 potent | Dyrk1A ADPGlo | KCNK9 block | HDAC3 inh | TMEM16A inh | KCNQ1 block | TMEM16A act
COCc1cc(C)nc2sc(C(=O)Nc3cccc(OC)c3)c(N)c12 | i | i | i | -10.6 | i | -2.0 | i | 4.9 | i | i | i
Cc1nn(C)c(C(=O)Nc2ccc(Cl)c([N+](=O)[O-])c2)c1Cl | i | i | i | -0.4 | i | -1.0 | i | 6.1 | i | i | i
Cc1ccc(-c2csc3nc(CSc4nnc(-c5ccc(Cl)cc5)n4C)[nH]c(=O)c23)cc1 | i | i | i | -6.8 | i | -5.5 | i | -0.1 | i | i | i
C=CCSc1nnc2c(n1)OC=Nc1ccc(Br)cc1-2 | i | i | i | -11.1 | i | 20.3 | i | 2.5 | i | i | i
Cc1nn(CC(=O)O)c(C)c1[N+](=O)[O-] | i | i | i | -5.7 | i | 3.5 | i | -4.6 | i | i | i
S=C(NNc1ccnc2cc(Cl)ccc12)Nc1ccc(Cl)cc1Cl | i | i | i | -10.4 | i | -2.6 | i | 1.9 | i | i | i
O=C(Nc1ccc(O)cc1)c1cc(S(=O)(=O)N2CCCC2)ccc1Cl | i | i | i | -5.8 | i | 4.4 | i | 5.7 | i | i | i
CCOC(=O)c1cccc(NC(=O)CSc2nc3ccccc3c(=O)n2CCOC)c1 | nt | nt | i | nt | nt | 4.1 | nt | -4.2 | i | nt | i
Cc1ccc(OCc2ccc(C(=O)Nc3nc4ccccc4n3Cc3ccccc3)o2)c([N+](=O)[O-])c1 | i | i | i | -7.2 | i | -3.7 | i | 0.2 | i | i | i
COc1ccc(C2C(C(=O)N3CCCCC3)CC(=O)N2c2ccc(OC)cc2)cc1 (centres undefined) | i | i | i | -14.6 | i | 6.9 | i | -1.1 | i | i | i
CCSc1nnc(NC(=O)CSc2nnc(CNC(=O)c3ccc(OC)cc3)o2)s1 | i | i | i | -6.2 | i | 1.7 | i | 0.2 | i | i | i
CC(C)(C)n1nnnc1CN1CCSCC1 | i | i | i | -13.5 | i | 1.0 | i | -0.9 | i | i | i
COc1ccc(OC)c(CNC(=O)c2ccc(C)c(NC(=O)C3=C(C)OCCS3)c2)c1 | i | i | i | -9.7 | i | -2.7 | i | 1.5 | i | i | i
COc1cc(NS(=O)(=O)c2cc3[nH]c(=O)c(=O)[nH]c3cc2C)cc(OC)c1OC | i | i | i | -8.1 | i | 13.0 | i | nt | i | i | i
CCCCC(C(=O)NC(=O)NCc1ccccc1)N1C(=O)c2ccccc2C1=O (centres undefined) | i | i | i | -3.3 | i | -5.0 | i | 7.8 | i | i | nt
Cc1nc(C(=O)N2CCC(n3nccc3NC(=O)Nc3ccccc3Cl)CC2)cs1 | i | i | i | -0.9 | i | nt | i | -3.1 | i | i | i
O=C(CC(c1ccc(F)cc1)c1ccco1)N1CCOCC1 (centres undefined) | i | i | i | -7.8 | i | 1.4 | i | 1.1 | i | i | i
COc1ccc(-n2cnnc2SCC(=O)NCc2cccs2)cc1 | i | i | i | -8.5 | i | 2.8 | i | -3.8 | i | i | i
Cc1ccc(S(=O)(=O)N2CCCC(NC(=O)N3CCN(c4ccccc4)CC3)C2)cc1 (centres undefined) | i | i | i | -7.1 | i | -20.7 | i | 0.9 | i | i | i
CCOc1ccc(N(CC(=O)NCc2ccccc2Cl)S(=O)(=O)c2c(C)noc2C)cc1 | i | i | i | -7.2 | i | -1.5 | i | -0.7 | i | i | i
Cc1ccc(-c2cc(C(=O)OCC(=O)N(C)c3c(N)n(Cc4ccccc4)c(=O)[nH]c3=O)c3ccccc3n2)o1 | i | i | i | -15.3 | i | 5.9 | i | -5.5 | i | i | i
Cc1ccc(C(OC(=O)c2ccco2)C(=O)NCc2cccs2)cc1 (centres undefined) | i | i | i | -7.0 | i | -4.5 | i | -1.1 | i | i | i
C[C@@H]1C[C@H](O)c2cc(Cl)ccc2N1 | i | i | i | -7.9 | i | 9.7 | i | -5.1 | i | i | i
C=C(C)C1CC=C(C)/C(=N\NC(=S)Nc2ccc(C)cc2)C1 (centres undefined) | i | i | i | -5.5 | i | -9.2 | i | 0.6 | i | i | i
CCOc1ccc(OCC)c(NC(=O)c2[nH]c(C)c(C(C)=O)c2C)c1 | i | i | i | -4.5 | i | -6.7 | i | 3.8 | i | i | i

Going on with the list.
SMILES | KCNQ1 pot | TRPC4 act | KCNK3 block | hERG rescue | TRPC4 potent | Dyrk1A ADPGlo | KCNK9 block | HDAC3 inh | TMEM16A inh | KCNQ1 block | TMEM16A act
Cn1c(=O)c2c(n3cnnc13)-c1ccccc1CC21CCCC1 | i | i | i | -5.6 | i | -1.5 | i | 2.9 | i | i | i
CCc1nn(C(CC)C(=O)NCc2cccc(OC)c2)c(=O)c2cc3occc3n12 (centres undefined) | i | i | i | -8.6 | i | 0.2 | i | ? | i | i | i
COC(=O)c1ccccc1NC(=O)CN1CCC(C)CC1 | i | i | i | -11.8 | i | -3.1 | i | -2.8 | i | i | i
CC(C)C(NC(=O)C1CCC(C(C)(C)C)CC1)C(=O)NCCCN1CCCCC1 (centres undefined) | i | i | i | -15.7 | i | -6.0 | i | nt | i | i | i
Cc1cc(=O)n(CC(C)C)c(O)c1C#N | nt | nt | i | nt | nt | 7.9 | nt | -6.0 | i | nt | i
O=C(Cn1cc2c(n1)CCCC2)Nc1cc(-c2cccc(Cl)c2)no1 | i | i | i | -5.0 | i | 1.9 | -15.4* | 5.7 | i | i | i
COCCCNC(=O)c1c(N)n(-c2cccc(S(N)(=O)=O)c2)c2nc3ccccc3nc12 | i | i | i | -6.0 | i | 3.8 | i | -41.6 | i | i | i
COc1ccccc1CN1CCNC(=O)C1CC(=O)NCCCN1CCCC1=O (centres undefined) | i | i | i | -9.6 | i | -2.6 | i | 0.1 | i | i | i
O=C(CSc1ccccc1)NCCc1ccc(F)cc1 | i | i | i | -7.5 | i | 6.6 | i | -2.7 | i | i | i
O=C(NN1C(=O)C2C3C=CC(C3)C2C1=O)c1cccc(Cl)c1 (centres undefined) | i | i | i | -6.0 | i | -5.5 | i | 5.7 | i | i | i
O=C1CCC/C(=N/NC(=O)c2sc3ccccc3c2Cl)C1 | i | i | i | -7.0 | i | 2.3 | i | 0.9 | i | i | i
Cc1csc(NC(=O)c2ccc(Cl)cc2[N+](=O)[O-])n1 | i | i | i | -8.5 | i | -63.8 | i | 6.3 | i | i | i
CCN1CCN(c2ccc(S(=O)(=O)N3CCCCC3)cc2NC(=O)c2ccc(OC(F)F)cc2)CC1 | i | i | i | -9.2 | i | nt | i | 3.8 | i | i | i
Cc1ccc(S(=O)(=O)NCCC2=CCCCC2)cc1C(N)=O | i | i | i | -12.5 | i | 1.1 | i | 5.2 | i | i | i
COc1ccc(CCC(=O)N2CCN(C(=O)c3ccccc3)CC2)cc1 | i | i | i | -1.9 | i | -5.0 | i | -7.4 | i | i | i
Cc1cc(C(=O)Nc2cccnc2Cl)on1 | i | i | i | -12.9 | i | -6.8 | i | 0.1 | i | i | i
CN(C)S(=O)(=O)CC12CCC(CC1=O)C2(C)C (centres undefined) | i | i | i | -10.1 | i | -1.6 | i | 1.9 | i | i | i
COC(=O)c1ccc(NC(=O)CSc2nnc(C)n2CC2CCCO2)cc1 (centres undefined) | i | i | i | -5.4 | i | -5.0 | i | -8.3 | i | i | i
Cn1c(SCc2nc3ccccc3c(=O)[nH]2)nc2ccccc21 | i | i | i | -8.2 | i | -6.1 | i | -16.0 | i | i | i
CCC1CCc2c(sc3ncnc(N4CCOCC4)c23)C1 (centres undefined) | i | i | i | -3.9 | i | 18.1 | i | -1.1 | i | i | i
CCOc1ccc(C(=O)OC2CCCN(C)C2)cc1 (centres undefined) | i | i | i | 0.0 | i | 3.5 | i | 3.0 | i | i | i
C/C(=N/O)c1cc(C(C)(C)C)c(O)c(C(C)(C)C)c1 | i | i | i | -4.1 | i | 2.8 | i | -1.7 | i | i | i
O=C(CSC1=NC(=O)C(c2ccccc2)C(=O)N1)Nc1cccc(Cl)c1 (centres undefined) | i | i | i | -5.3 | i | 3.4 | i | 15.3 | i | i | i
CN1C(=O)S/C(=C/c2cccn2-c2cccc(C(=O)O)c2)C1=O | i | i | i | -7.3 | i | -2.7 | i | 0.0 | i | i | i
O=C(COc1ncnc2ccccc12)N1CCN(c2ccccc2)CC1 | i | i | i | -7.3 | i | 0.4 | i | -3.6 | i | i | i

(further entries)
SMILES | KCNQ1 pot | TRPC4 act | KCNK3 block | hERG rescue | TRPC4 potent | Dyrk1A ADPGlo | KCNK9 block | HDAC3 inh | TMEM16A inh | KCNQ1 block | TMEM16A act
CCCn1nc2cc(C(=O)NCc3ccccc3OC)ccc2c1OCC | i | i | i | -4.5 | i | -1.8 | i | -23.0 | i | i | i
OCCC1CN(Cc2cccn2-c2cccnc2)CCN1Cc1ccccc1 (centres undefined) | i | i | i | 1.2 | i | -4.3 | i | 2.5 | i | i | i
CCc1ccc(NC(=O)c2cc(-c3cccs3)on2)cc1 | i | i | i | -9.0 | i | -12.1 | i | 2.1 | i | i | i
O=C(NCCCN1CCCC1=O)c1cc(NS(=O)(=O)c2ccc(F)cc2)cc(NS(=O)(=O)c2ccc(F)cc2)c1 | i | i | i | -7.2 | i | -8.4 | i | 1.8 | i | i | i
Cn1cc(C(=O)N/N=C/c2cc(Br)cs2)c2ccccc21 | i | i | nt | -2.4 | i | nt | i | 6.9 | i | i | nt
Cn1c(SCC(=O)Nc2nncs2)nnc1C1CC1 | i | i | i | -6.4 | i | 5.6 | i | 4.6 | i | i | i
Cc1cc(C)cc(C(=O)NCC(=O)OCC(=O)N2CCCCC2)c1 | i | i | i | -14.3 | i | -0.3 | i | 1.3 | i | i | i
CCC(=O)Nc1cccc(-c2ccc(N3CCCCC3)nn2)c1 | i | i | i | -8.7 | i | -1.6 | i | -6.1 | i | i | i
O=[N+]([O-])c1ccc(N/N=C/c2ccccc2O)cc1 | i | i | i | -5.1 | i | 0.4 | i | -2.8 | i | i | i
O=[N+]([O-])c1ccc(Nc2nc(N/N=C/c3cccc(F)c3)nc(N3CCCC3)n2)cc1 | i | i | i | -5.5 | i | -1.4 | i | -3.5 | i | i | i
Cn1c2ccccc2c2cnn(CC(=O)Nc3ccccc3Br)c(=O)c21 | i | i | i | -7.0 | i | -1.6 | i | 1.7 | i | i | i
COCCCNC(=S)N1CCCN(c2nc3cc(C)c(C)cc3cc2C#N)CC1 | i | i | i | -21.4 | i | 0.8 | i | -11.2 | i | i | i
